# POLK inh = inhibitors of human DNA polymerase kappa; Q9UBT6; purified Pol kappa, fluorescent DNA synthesis assay, 10 min; 400,000 compounds, 0.53% hits; Potency, µM (highest dose often 107 µM), for inactives: top-dose activity, negative = inhibition, usual class: inhibitors; note: potency is the fitted concentration of half-maximal effect; % is set by controls: 0 for no effect and ±100 for the full control effect
#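 Pol kappa 10 nM + cpd, 15 min RT; start w/ substrate 50 nM final; fluorescence kinetic read, 0 and 10 min. Neg ctrl: buffer, no enzyme.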
# POLH inh = DNA polymerase eta (human) inhibition; Potency, µM (highest dose often 114 µM), inactives show top-dose activity change, negative = inhibition, actives largely listed as inhibitors; 390,000 compounds, 1.2% hits; AID 588591; recombinant Pol eta, fluorescent DNA replication assay; Q9Y253; note: potency is the fitted concentration of half-maximal effect; % is set by controls: 0 for no effect and ±100 for the full control effect
# Target sequence (Q9Y253 whole entry, looked up): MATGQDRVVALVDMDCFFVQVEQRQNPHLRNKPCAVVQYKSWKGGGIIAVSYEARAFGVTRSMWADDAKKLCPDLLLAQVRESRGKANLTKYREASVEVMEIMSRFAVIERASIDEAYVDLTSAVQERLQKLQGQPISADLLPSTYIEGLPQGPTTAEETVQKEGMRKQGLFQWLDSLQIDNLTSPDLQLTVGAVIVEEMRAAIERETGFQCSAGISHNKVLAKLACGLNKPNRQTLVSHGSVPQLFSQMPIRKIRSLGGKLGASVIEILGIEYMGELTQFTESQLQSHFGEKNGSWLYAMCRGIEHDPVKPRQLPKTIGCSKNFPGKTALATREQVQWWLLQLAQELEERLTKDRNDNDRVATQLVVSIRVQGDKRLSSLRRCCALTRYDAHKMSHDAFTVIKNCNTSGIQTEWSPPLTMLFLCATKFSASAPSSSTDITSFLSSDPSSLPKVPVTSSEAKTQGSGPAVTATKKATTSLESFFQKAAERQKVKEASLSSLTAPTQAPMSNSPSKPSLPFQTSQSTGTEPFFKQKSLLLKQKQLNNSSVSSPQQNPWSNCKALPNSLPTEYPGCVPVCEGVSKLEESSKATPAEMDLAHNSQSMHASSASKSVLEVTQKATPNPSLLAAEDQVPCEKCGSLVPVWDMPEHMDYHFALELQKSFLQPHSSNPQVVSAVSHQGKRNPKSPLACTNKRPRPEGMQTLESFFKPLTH
#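 Fluorescent replication assay: 50 nM final substrate added after a 15 min room-temperature compound preincubation with 10 nM enzyme. Signal taken at 0 min and again at 10 min.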
# APE1 inh = blocks human APE1 abasic DNA cleavage; P27695; recombinant APE1, TAMRA/BHQ-2 abasic DNA cleavage fluorescence; Potency, µM (highest dose often 65.8 µM), for inactives: at the top dose activity change, negative = inhibition, actives largely listed as inhibitors; 350,000 compounds, 0.35% hits;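 note: potency is the fitted concentration of half-maximal effect; plate controls were vehicle for no effect and reference inhibitor for full effect; nearly all actives have a fitted effect of over 55% in size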
# Target sequence (P27695 whole entry, looked up): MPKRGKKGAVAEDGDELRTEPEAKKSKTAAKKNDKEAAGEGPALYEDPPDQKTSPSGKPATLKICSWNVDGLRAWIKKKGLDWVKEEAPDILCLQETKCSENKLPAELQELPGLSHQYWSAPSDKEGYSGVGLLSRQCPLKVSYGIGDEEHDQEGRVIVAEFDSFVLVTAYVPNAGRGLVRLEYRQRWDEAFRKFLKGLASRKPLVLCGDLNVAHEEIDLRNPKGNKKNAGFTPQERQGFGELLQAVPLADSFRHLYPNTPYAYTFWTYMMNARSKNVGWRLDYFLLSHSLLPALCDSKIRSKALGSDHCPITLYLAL
#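 Endonuclease cleavage of a quenched abasic-site DNA duplex (50 nM) by APE1 (0.75 nM) was tracked by TAMRA dequenching. Compounds were preincubated with enzyme 15 min at room temperature; data normalized to buffer-only and DMSO wells plus NSC13755 control.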
# BLM inh = Bloom syndrome helicase (human) inhibition; P54132; recombinant BLM DNA unwinding, fluorescence dequenching; Potency, µM (series often up to 56.1 µM), without a hit: at the top dose activity change, negative = inhibition, most hits filed as inhibitors; 350,000 compounds, 0.2% hits; AID 2528;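 note: potency is the fitted concentration of half-maximal effect; plate controls were vehicle for no effect and no enzyme for full effect; nearly all actives have a fitted effect of over 35% in size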
# Tb PGK inh = inhibitors of T. brucei phosphoglycerate kinase. Potency, µM (series often up to 57.5 µM), for inactives: top-dose activity change, negative = inhibition, hits mostly inhibitors. 380,000 compounds, 0.043% hits. P07378. PGK/GAPDH coupled, Kinase-Glo luminescence, 60 min; note: potency is the fitted concentration of half-maximal effect; % is set by controls: 0 for no effect and ±100 for the full control effect; nearly all actives have a fitted effect of over 60% in size
#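 Recombinant glycosomal PGK reaction used 1,3-bisphosphoglycerate generated in-well by GAPDH (100nM final) in 100mM TEA pH 7.6, 5mM MgCl2, 0.01% Tween-20. After 60 minutes at room temperature, ATP was read by Kinase-Glo Plus luminescence end-point.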
# Pol beta inh = blocks human DNA polymerase beta activity | Pol beta primer extension/strand displacement, fluorescence kinetic | 340,000 compounds, 1.3% hits | Potency, µM (series often up to 114 µM), without a hit: top-dose activity change, negative = inhibition, hits mostly inhibitors | P06746; note: potency is the fitted concentration of half-maximal effect; % is set by controls: 0 for no effect and ±100 for the full control effect
#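 Pol beta (10 nM) and compounds were preincubated 15 min at room temperature, then 50 nM substrate (final) started primer extension/strand displacement. Reads were taken at 0 and 10 min; concentration-response data were fitted to a four-parameter Hill equation.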
# Anesthetic bind = candidate novel general anesthetic via apoferritin binding; Potency, µM (series often up to 77.5 µM), without a hit: top-dose activity change, negative = displacement, actives largely listed as inhibitors; 350,000 compounds, 0.074% hits; AID 485281; apoferritin/1-aminoanthracene competitive binding, fluorescence; P02791; note: potency is the fitted concentration of half-maximal effect; % is set by controls: 0 for no effect and ±100 for the full control effect; nearly all actives have a fitted effect of over 20% in size
#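 Horse-spleen apoferritin (10 uM) was mixed with 50% saturated 1-aminoanthracene in PBS, exposed to compounds for 10 min at room temperature, and read for fluorescence (ex 380 nm, em 535 nm). Competitive displacement was fitted with a four-parameter Hill equation.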
# RXFP1 antag = antagonists of human relaxin receptor RXFP1 | activity change, negative = inhibition, % at 57.5 µM | AID 1259400 | 350,000 compounds, 0.59% hits | HEK293-RXFP1, relaxin-stimulated cAMP HTRF, 30 min; hits give low values;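 active = activity change of -60% or lower, but not beyond a set lower limit; inconclusive = change between -60% and -40%, or beyond the set limit; inactive = change above -40%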; note: % is set by controls: 0 for no effect and ±100 for the full control effect
# POLI inh = DNA polymerase iota (human) inhibition | Pol iota fluorescent replication assay, 10 min | Potency, µM (highest dose often 115 µM), for the others: at the highest dose activity, negative = inhibition, hits mostly inhibitors | 390,000 compounds, 1% hits | AID 588590; note: potency is the fitted concentration of half-maximal effect
#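 Pol iota at 10 nM preincubated 15 min with compounds at room temperature; reaction started with fluorescent substrate, 50 nM final. Fluorescence read kinetically at 0 and 10 min; buffer-only wells as negative control.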
# * marks the source's active call; other numbers are inactive results; i = inactive; u = inconclusive; x = not tested or not shown; & = joins results of further samples; [ ] = remark or other dose. Unless noted, calls come from the whole dose curve; as a rule, active = well fitted curve in the direction sought with a large enough effect; inconclusive = small, poorly fitted or top-dose-only effect, or another doubt; inactive = no such curve, though single readings can be large; an effect the other way counts as inactive or inconclusive.
# The line under a structure holds: POLK inh	POLH inh	APE1 inh	BLM inh	Tb PGK inh	Pol beta inh	Anesthetic bind	RXFP1 antag	POLI inh
COC(=O)CSc1cnc2ccccc2n1
  -1%	-9%	4%	3%	0%	-12%	-16%	-2	-14%
COc1ccc(CNC(=O)CN2C(=O)CCSc3ccc(S(=O)(=O)N4CCCC4)cc32)cc1
  3%	-21%	33%	0%	-2%	42%	-6%	-10	-5%
COc1cccc(N2CCN(C(=O)CN3C(=O)COc4ccc(S(=O)(=O)N5CCC(C)CC5)cc43)CC2)c1
  -8%	-21%	x	-5%	-2%	4%	u	x	29%
O=C1C2C3C=CC(C3)C2C(=O)N1CN(Cc1ccccc1)CN1C(=O)C2C3C=CC(C3)C2C1=O (stereo not given)
  -10%	-3%	3%	-4%	i	-3%	-17%	7	6%
CC(C)CC(=O)Nc1ccc(N2CCOCC2)cc1
  -4%	-17%	-2%	1%	1%	31%	6%	-9	-6%
CC1=CC=CN2CC(O)CN=C12 (stereo not given)
  -1%	-11%	7%	-3%	i	20%	-3%	x	u
CC(OC(=O)c1ccccc1Oc1ccccc1)C(=O)NC1CC1 (stereo not given)
  -15%	-10%	1%	1%	2%	1%	-4%	-1	5%
C=CCc1cc(C=O)cc(OCC)c1O
  -9%	-14%	1%	-6%	0%	5%	-5%	0	23%
c1ccc(-c2nc(-n3nc4ccccc4n3)nc3ccccc23)cc1
  -3%	u	-11%	3%	-9%	0%	u	-10	u
NC(=O)c1cc(C(=O)c2ccccc2Cl)c[nH]1
  0%	0%	-1%	-1%	i	u	-5%	3	27%
COc1ccc(-c2cc(C(=O)OCC(=O)N3CCCC3)c3ccccc3n2)cc1
  -3%	-17%	3%	-5%	-8%	2%	-2%	5	6%
Cc1ccc(-c2nc(NC(=O)c3nn(C)cc3[N+](=O)[O-])sc2C)cc1
  -9%	-1%	-2%	-1%	0%	7%	u	x	5%
Cc1ccccc1/C=C1\Sc2ccc(C(=O)N3CCN(c4ccccn4)CC3)cc2N(C)C1=O
  -3%	-16%	71%[activator]	-8%	6%	16%	-8%	-5	15%
COc1ccc(S(=O)(=O)Nc2noc3ccccc23)cc1
  12%	-7%	48%[activator]	0%	i	13%	7%	0	-2%
O=C(c1cc2ccccc2oc1=O)N(Cc1ccco1)Cc1cccs1
  u	0%	-2%	-2%	-4%	-13%	6%	-17	1%

# Some values from the entries so far.
# NC(=O)c1cc(C(=O)c2ccccc2Cl)c[nH]1 in POLI inh reads 27%
# CC(C)CC(=O)Nc1ccc(N2CCOCC2)cc1 in Tb PGK inh reads 1%

# Going on with the list.
# The line under a structure holds: POLK inh	POLH inh	APE1 inh	BLM inh	Tb PGK inh	Pol beta inh	Anesthetic bind	RXFP1 antag	POLI inh
CC(C)Cc1nnc(NC(=O)c2ccc([N+](=O)[O-])cc2)s1
  -3%	-16%	-2%	-2%	-1%	0%	-18%	-20	2%
COc1ccc(S(=O)(=O)N2CCNCC2)cc1OC
  8%	-17%	0%	2%	i	8%	-5%	-8	17%
CC(C)OCC1CO1 (stereo not given)
  11%	-6%	-15%&3%	x	i	x	x	x	-11%
COc1cc(OC)cc(C(=O)NCC(=O)OCC(=O)NCc2ccco2)c1
  u	u	5%	x	-4%	x	x	-9	79µM*
Cc1cccc(OC(C)C(=O)NCc2ccc(S(N)(=O)=O)cc2)c1 (stereo not given)
  -17%	-5%	-2%	3%	i	-6%	-7%	4	-6%
O=C(NCc1ccccn1)C(=O)Nc1nc(C23CC4CC(CC(C4)C2)C3)cs1
  -2%	-23%	1%	-12%	-1%	-28%	-15%	-5	-2%
O=C(Nc1ccc(N2CCOCC2)c(Cl)c1)c1ccc(S(=O)(=O)N2CCOCC2)cc1
  4%	-22%	43%	-3%	-10%	14%	-15%	-14	85%[activator]
COc1cccc(/C=N/NC(=O)CCNc2n[nH]c(=O)[nH]c2=O)c1OC
  -3%	-14%	3%	0%	-7%	12%	-5%	1	22%
CCCCCCCC(=O)NNC(=O)CCC(=O)O
  -16%	2%	-7%	1%	-3%	23%	-10%	-13	8%
COc1ccc(NC(=O)CCC(=O)N2CCN(S(=O)(=O)c3ccc(C)cc3)CC2)c(OC)c1
  -19%	-18%	6%	x	-2%	x	x	-9	33%[activator]
CC(C)CCNc1nc(N2CCCC2)c2c(c1C#N)CCN(C)C2
  -7%	1%	3%	81%[activator]	i	u	-15%	-27	35%[activator]
C[C@H](CO)N1C[C@H](C)[C@@H](CN(C)C(=O)Nc2ccccc2)Oc2ccc(NC(=O)C3CCCCC3)cc2C1=O
  11%	-18%	7%	x	6%	x	x	x	27%
CC(NC(=O)c1ccccc1F)c1nnc(SCC(=O)Nc2nccs2)n1C (stereo not given)
  -7%	-5%	-17%	5%	-1%	u	-5%	-5	39%[activator]
Cc1ccc(S(=O)(=O)c2nc(-c3ccco3)oc2SCC(=O)Nc2ccc(F)cc2)cc1
  -8%	-10%	x	-1%	-9%	-9%	-2%	-14	-29%
CCNC(=S)N1CCc2ccccc2C1
  0%	-2%	8%	-4%	-8%	-25%	-10%	-9	4%

# Additional records follow:
# Short forms – A = POLK inh; B = POLH inh; C = APE1 inh; D = BLM inh; E = Tb PGK inh; F = Pol beta inh; G = Anesthetic bind; H = RXFP1 antag; I = POLI inh
COc1cc(C(=O)OCC(=O)c2cc(C)n(CC3CCCO3)c2C)cc(OC)c1C (stereo not given)
  A: u; B: -15%; C: -13%; D: x; E: -8%; F: x; G: x; H: -7; I: u
CS(=O)(=O)N(CC(=O)N1CCCC1)c1ccc(Cl)c(Cl)c1
  A: -7%; B: 0%; C: 0%; D: 3%; E: x; F: 17%; G: -7%; H: 1; I: 2%
Nc1ncnc2c1ncn2[C@@H]1O[C@H](CNS(=O)(=O)c2cc3ccccc3s2)[C@@H](O)[C@H]1O
  A: -16%; B: 0%; C: -20%; D: x; E: -2%; F: x; G: x; H: x; I: -4%
CCOC(=O)Cn1c(=O)oc2cc(S(=O)(=O)Nc3cccc(C)c3)ccc21
  A: -6%; B: -7%; C: 6%; D: -4%; E: -8%; F: -1%; G: -16%; H: x; I: u
CCOc1c(Br)cc(Br)cc1/C=C1\SC(N)=NC1=O
  A: -10%; B: -2%; C: 2%; D: -4%; E: 2%; F: -22%; G: -2%; H: 1; I: u
CC(=O)C1=C(c2ccc(C)c(C)c2)N(C(C)=O)n2c(nnc2-c2ccc(Cl)cc2)S1
  A: -6%[60.1 µM]; B: -12%; C: x; D: -7%; E: 3%; F: 9%; G: 2%; H: 0; I: 3%
Cc1cc2oc3c(c(=O)c2cc1C)C(c1ccc(C(C)C)cc1)N(c1nc(C)c(C)s1)C3=O (stereo not given)
  A: -7%; B: 6%; C: x; D: -1%; E: 8%; F: 4%; G: -3%; H: -4; I: 1%
CCOc1ccc(N=C(NN)c2ccc3ccccc3n2)cc1
  A: -7%; B: 14%; C: -1%; D: -2%; E: -10%; F: u; G: -21%; H: -1; I: -2%
O=C(NCc1nnc(SCC(=O)N2CCCCC2)o1)c1c(F)cccc1F
  A: -13%; B: 0%; C: 16%; D: 1%; E: -7%; F: 30%; G: -5%; H: 6; I: 24%
C=C(C)Cn1c(Sc2nnc(C)s2)nc2c1c(=O)[nH]c(=O)n2C
  A: -9%; B: -17%; C: -4%; D: 0%; E: 1%; F: u; G: -10%; H: 1; I: 50%[activator]

# Compound profiles, as listed above.
# COc1cc(C(=O)OCC(=O)c2cc(C)n(CC3CCCO3)c2C)cc(OC)c1C (stereo not given) is listed as POLK inh: u; POLH inh: -15%; APE1 inh: -13%; BLM inh: x; Tb PGK inh: -8%; Pol beta inh: x; Anesthetic bind: x; RXFP1 antag: -7; POLI inh: u
# CCOc1ccc(N=C(NN)c2ccc3ccccc3n2)cc1 is listed as POLK inh: -7%; POLH inh: 14%; APE1 inh: -1%; BLM inh: -2%; Tb PGK inh: -10%; Pol beta inh: u; Anesthetic bind: -21%; RXFP1 antag: -1; POLI inh: -2%
# Nc1ncnc2c1ncn2[C@@H]1O[C@H](CNS(=O)(=O)c2cc3ccccc3s2)[C@@H](O)[C@H]1O is listed as POLK inh: -16%; POLH inh: 0%; APE1 inh: -20%; BLM inh: x; Tb PGK inh: -2%; Pol beta inh: x; Anesthetic bind: x; RXFP1 antag: x; POLI inh: -4%

# The listing continues.
# Short forms – A = POLK inh; B = POLH inh; C = APE1 inh; D = BLM inh; E = Tb PGK inh; F = Pol beta inh; G = Anesthetic bind; H = RXFP1 antag; I = POLI inh
COc1ccc(S(=O)(=O)O/N=C2\CCSc3ccc(C)cc32)cc1
  A: -2%; B: -19%; C: -3%; D: -9%; E: -1%; F: 3%; G: 0%; H: -3; I: 18%
CCCOC1CCCN(C(=O)c2ccc(OC3CCN(C(=O)COC)CC3)cc2)C1 (stereo not given)
  A: -16%; B: -12%; C: -10%; D: -2%; E: -1%; F: 1%; G: -6%; H: -9; I: 3%
CC1CCN(c2nc(-c3ccccc3O)nc3ccccc23)CC1
  A: -2%; B: -1%; C: -1%; D: 1%; E: -12%; F: 9%; G: -14%; H: -10; I: 3%
O=C(O)c1ccc(CNCc2ccc(Cl)cc2)s1
  A: -10%; B: -11%; C: x; D: -1%; E: 3%; F: 27%; G: 9%; H: x; I: -1%
COc1ccc(Nc2cc(Nc3cccc(OC)c3)ncn2)cc1
  A: -18%; B: -4%; C: -10%; D: -10%; E: i; F: 0%; G: -11%; H: 3; I: 109%[activator]
CCOC(=O)c1c(C)[nH]c(C(=O)NCc2ccccc2OC)c1C
  A: x; B: x; C: 2%; D: 3%; E: x; F: 0%; G: -17%; H: x; I: x

# Only part of the results is shown. The share of hits here may be higher or lower than overall.
